FBPA Giardia inh = Giardia lamblia aldolase inhibition | AID 2451 | purified Giardia FBPA | A8B2U2 | Potency, µM (titrated, usually from 59.6 µM), for the others: at the highest dose activity, negative = inhibition, usual class: inhibitors | hit rate 0.71% among 290,000; note: potency is the fitted concentration of half-maximal effect; nearly all actives have a fitted effect of over 55% in size
Target sequence (A8B2U2 whole entry, looked up): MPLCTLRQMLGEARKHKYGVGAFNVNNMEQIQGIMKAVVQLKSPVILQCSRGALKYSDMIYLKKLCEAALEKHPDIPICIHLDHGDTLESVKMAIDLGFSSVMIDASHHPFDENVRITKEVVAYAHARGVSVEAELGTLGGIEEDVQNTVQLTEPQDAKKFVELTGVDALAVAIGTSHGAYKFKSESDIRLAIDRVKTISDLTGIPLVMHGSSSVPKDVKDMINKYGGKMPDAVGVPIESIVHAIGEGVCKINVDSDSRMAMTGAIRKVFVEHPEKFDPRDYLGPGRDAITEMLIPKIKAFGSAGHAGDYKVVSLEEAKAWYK
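Giardia FBPA (40 nM reagent) was preincubated 10 min at RT with compound (up to 57.5 uM final), then substrate plus GAPDH/TPI/NAD/arsenate coupling system with diaphorase/resazurin was added; resorufin fluorescence (525/598 nm) was read after 20 min.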
Sm TGR block = S. mansoni TGR enzyme inhibition; AID 485364; Q962Y6; purified TGR, DTNB reduction, TNB absorbance 405 nm; hit rate 3% among 360,000; Potency, µM (series often up to 114 µM), for the others: at the top dose activity change, negative = inhibition, hits mostly inhibitors; note: potency is the fitted concentration of half-maximal effect; nearly all actives have a fitted effect of over 60% in size
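Kinetic colorimetric format: TGR-catalysed, NADPH-driven DTNB reduction monitored via TNB absorbance. Enzyme dispensed at 20 nM; compound exposure 15 min at room temperature before reaction start.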
AmpC no deterg = AmpC beta-lactamase inhibition without detergent | AmpC nitrocefin hydrolysis, absorbance 480 nm, 0.0001% Triton | Potency, µM (top dose mostly 57.1 µM), inactives show at the highest dose activity change, negative = inhibition, most hits filed as inhibitors | hit rate 0.52% among 330,000 | AID 485341;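 note: potency is the fitted concentration of half-maximal effect; plate controls were no compound for no effect and no enzyme for full effect; nearly all actives have a fitted effect of over 20% in size; some results filed as inactive show a strong effect at the top dose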
Target sequence (P00811 whole entry, looked up): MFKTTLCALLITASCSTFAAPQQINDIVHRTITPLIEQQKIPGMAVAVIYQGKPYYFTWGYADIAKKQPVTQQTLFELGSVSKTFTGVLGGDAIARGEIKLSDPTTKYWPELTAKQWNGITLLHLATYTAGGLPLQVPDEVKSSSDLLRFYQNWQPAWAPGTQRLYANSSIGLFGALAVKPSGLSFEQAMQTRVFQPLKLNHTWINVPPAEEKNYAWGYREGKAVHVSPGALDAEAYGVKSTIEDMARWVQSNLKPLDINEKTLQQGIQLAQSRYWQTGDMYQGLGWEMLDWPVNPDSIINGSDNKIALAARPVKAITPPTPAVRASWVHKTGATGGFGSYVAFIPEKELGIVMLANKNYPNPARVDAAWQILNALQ
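20 mM phosphate pH 7.0 + 0.01% (detergent screen) or 0.0001% Triton X-100; 5.3 nM AmpC reagent; cpd preinc 15 min RT; nitrocefin (800 uM stock) to start; A480 q20 s × 4 min; Activity was normalised to no-enzyme and no-compound control wells.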
AmpC inh detg = blocks E. coli AmpC beta-lactamase in detergent assay; Potency, µM (titrated, usually from 114 µM), without a hit: top-dose activity change, negative = inhibition, usual class: inhibitors; AmpC hydrolysis of nitrocefin, absorbance 480 nm, 0.01% Triton; P00811; hit rate 0.041% among 370,000;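 note: potency is the fitted concentration of half-maximal effect; 0% = no-compound wells and -100% = no-enzyme wells; nearly all actives have a fitted effect of over 25% in size; some results filed as inactive show a strong effect at the top dose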
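AmpC (5.3 nM in the dispensed reagent) in 20 mM phosphate pH 7.0 with 0.01% (detergent screen) or 0.0001% Triton X-100 was preincubated with compounds for 15 min at room temperature. Nitrocefin was then added from an 800 uM solution, and hydrolysis was followed at 480 nm.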
HCMV inh = inhibitors of human cytomegalovirus | activity change, negative = inhibition, % at 57.5 µM | HFF cells, HCMV-luciferase reporter, 72 h; active compounds read low | AID 1259415 | hit rate 4.5% among 410,000; in the data active = activity change below about -60%; inconclusive = no clear call, values can overlap the other calls; inactive = above about -39%
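Steps: HFFs plated, 16 h 37C; compounds added; HCMV-luciferase added to MOI 1 PFU/cell; 72 h 37C; OneGlo reagent, 5 min room temperature; luminescence read, normalized to controls.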
AMA1 RON2 block = inhibitors of Plasmodium falciparum AMA1-RON2 interaction; AlphaScreen AMA1-biotinylated RON2 peptide binding; Potency, µM (doses to about 58.2 µM), for inactives: at the highest dose activity change, negative = inhibition, hits mostly inhibitors; hit rate 0.2% among 360,000; AID 720542;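 note: potency is the fitted concentration of half-maximal effect; 0% = vehicle wells and -100% = peptide control; nearly all actives have a fitted effect of over 45% in size; some results filed as inactive show a strong effect at the top dose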
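AMA1 (3D7) with his tag at 25 nM final met compounds first, then biotinylated RON2 peptide at 25 nM; detection used donor plus acceptor beads, 10 µg/mL apiece, read by AlphaScreen after 30 min at room temperature.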
* marks the source's active call; other numbers are inactive results; ? = inconclusive; nt = no result given; & = joins results of further samples; ! = repeats disagree; [ ] = dose if it differs, or a comment. Unless noted, calls come from the whole dose curve; as a rule, active = well fitted curve in the direction sought with a large enough effect; inconclusive = small, poorly fitted or top-dose-only effect, or another doubt; inactive = no such curve, though single readings can be large; an effect the other way counts as inactive or inconclusive. Unless noted, % is set by controls: 0 for no effect and ±100 for the full control effect.

SMILES | FBPA Giardia inh | Sm TGR block | AmpC no deterg | AmpC inh detg | HCMV inh | AMA1 RON2 block
O=C(NCc1ccc(F)cc1)c1c2c(nc3ccccc13)CCC2 | -3% | -31% | -20%[11.4 µM] | -18% | 32 | 4%
Cc1cc(C)cc(NC(=O)CCC(=O)N2Cc3ccccc3Oc3ncccc32)c1 | nt | 0% | nt | 2% | 8 | nt
CN1CCN(S(=O)(=O)c2ccc(Nc3ccc(F)cc3)nc2)CC1 | nt | 0% | -1% | ? | -30 | 13%
Cn1c(=O)oc2cc(S(=O)(=O)N3CCN(c4cccc(Cl)c4)CC3)ccc21 | 5% | 6%[11.4 µM] | -14% | -21% | 9 | 0%
COCCN(CCOC)c1nc(-c2ccc(Cl)cc2)nc2ccccc12 | -6% | 0% | 56% | -2% | ? | 5%
COCC(=O)Nc1cc(Cl)ccc1C | -3% | 0% | -15% | -5% | -31 | 1%
CCc1nc2sc3c(=O)[nH]cnc3c2c2c1CSC(C)(C)C2 | 0% | 35µM* | -55% | -12% | 6 | 13%
COc1ccc(C(NC(=O)c2ccc(-c3ccccc3)cc2)c2ccccc2)cc1 (stereo unspecified) | nt | 5% | -5% | 1% | -66* | -9%
Cc1coc(NC(=O)CSc2nc(-c3ccc(Cl)cc3)cc(C(F)(F)F)c2C#N)n1 | 4% | -15% | -16% | -3% | 29 | 5%
CC(C)c1nc(NCCO)c2nnn(Cc3ccccc3)c2n1 | -9% | 0% | 14% | -9% | 20 | 3%
CC(=O)c1ccc(N2CCN(C(=O)C(=O)c3c(C)[nH]c4ccccc34)CC2)cc1 | 10% | -11% | 0% | -8% | 31 | -12%
O=C(CCOc1ccccc1)Nc1ccc(S(=O)(=O)N2CCCC2)cc1 | 1% | -3% | -26% | -8% | 2 | 1%
COc1ccc(-n2c(=O)/c(=C\c3cccs3)s/c2=C(/C#N)C(=O)N2CCN(C)CC2)cc1 | -5% | 8% | 124%[activator] | 11% | 8 | -25%
CC(Oc1ccccc1)C(=O)Nc1cccc(-c2cn3cccnc3n2)c1 (stereo unspecified) | nt | 3% | nt | -1% | -18 | nt
COc1ccccc1NC(=O)Cn1nc(-c2ccc(C)cc2)c2c(c1=O)CCCC2 | nt | 5% | nt | 2% | 3 | nt
Cc1cc(=O)oc2cc(OC(=O)c3nn(C(C)C)c(=O)c4ccccc34)ccc12 | -1% | -9% | -12% | -10% | 13 | 4%[11.6 µM]
COC(=O)COc1ccc2cccc(-n3cnnn3)c2c1 | -13% | 7% | -15% | 5% | -4 | 1%
COc1ccc(N2CCN(S(=O)(=O)CCNC(=O)Cc3ccc(-c4ccccc4)cc3)CC2)cc1 | nt | -9% | nt | -4% | -19 | nt
COc1ccc(CC(=O)Nc2nc3c(s2)CC(C)CC3)cc1 (stereo unspecified) | nt | 11% | nt | 19% | 16 | nt
CCc1ccc(NC(=O)CC2C(=O)N(c3ccc(Cl)cc3)C(=O)N2Cc2ccco2)cc1 (stereo unspecified) | nt | -2% | nt | -3% | 23 | nt
COc1ccc(NC(=O)CN(C)C(=O)CCC(=O)c2ccc(C)cc2)cc1 | nt | -2% | 7% | -3% | -3 | -15%
O=C(Nn1cnnc1)c1cc(Cl)ccc1Cl | -15% | 6% | -6% | 4% | 5 | 3%
CN(C(=O)COC(=O)c1ccccc1C(=O)N(C)c1ccccc1)c1ccccc1 | nt | 1% | 84%[activator] | 2% | 21 | -1%
O=C(NCCSc1ccccc1)c1ccccc1 | 4% | -3% | -9% | ? | 41 | 9%
COc1ccc(CN2CCNC(=O)C2CC(=O)O)c(OC)c1 (stereo unspecified) | 0% | 35µM* | -4% | -15% | -5 | 0%

Part of the list above, with two lines to a compound:
Results follow in this order: FBPA Giardia inh, Sm TGR block, AmpC no deterg, AmpC inh detg, HCMV inh, AMA1 RON2 block
COc1ccc(CC(=O)Nc2nc3c(s2)CC(C)CC3)cc1 (stereo unspecified)
  nt, 11%, nt, 19%, 16, nt
CN1CCN(S(=O)(=O)c2ccc(Nc3ccc(F)cc3)nc2)CC1
  nt, 0%, -1%, ?, -30, 13%
COCCN(CCOC)c1nc(-c2ccc(Cl)cc2)nc2ccccc12
  -6%, 0%, 56%, -2%, ?, 5%
COc1ccccc1NC(=O)Cn1nc(-c2ccc(C)cc2)c2c(c1=O)CCCC2
  nt, 5%, nt, 2%, 3, nt

Continued:
SMILES | FBPA Giardia inh | Sm TGR block | AmpC no deterg | AmpC inh detg | HCMV inh | AMA1 RON2 block
Cn1c(=O)n(-c2ccc3c(c2)OCO3)c2nc(-c3ccc(Cl)cc3)nc(C(N)=O)c21 | nt | -2% | nt | -6% | -15 | nt
COc1ccc(Cl)cc1C(=O)n1cnc2ccccc21 | -14% | 6% | -17% | -19% | 10 | -4%
CCN(CC(=O)Nc1ccccc1C(F)(F)F)C(=O)CN1C(=O)NC(C)(c2ccccc2)C1=O (stereo unspecified) | nt | 30% | 2% | 0% | -18 | -3%
Cc1ccc(-c2nnc(CCC(=O)N(C)Cc3nccs3)o2)s1 | 0% | 14% | -5% | -7% | 6 | 3%
COC(=O)c1cc(NC(=O)c2cccnc2)ccc1N1CCOCC1 | -6% | 26% | 1% | 0% | 79 | 4%
COc1ccc(C(=O)NC2CCCc3ccccc32)cc1Br (stereo unspecified) | -5% | 2% | -43% | -12% | -27 | -1%
COc1ccc(-c2noc(CN(C(=O)c3cccs3)C(C)C)n2)cc1 | 6% | 21% | 38% | 9% | -27 | 52%[activator]
Cc1cc(=O)[nH]c(SCc2nnc(-c3ccccc3)o2)n1 | -13% | 2% | -13% | -4% | -10 | -5%
COC(=O)[C@@]1(Cc2ccc(OC)cc2)[C@H]2c3cc(C(=O)N4CCCC4)n(Cc4cc(C)n(C)n4)c3C[C@H]2CN1C(=O)c1ccccc1 | -1% | nt | nt | nt | -21 | -3%
CCOC(=O)Cn1c(=O)oc2cc(S(=O)(=O)N3CCN(c4ccccc4F)CC3)ccc21 | nt | -2% | nt | -15% | -5 | nt
Cc1cc(NC(=O)C(C)SCC(=O)N(C)Cc2ccccc2F)no1 (stereo unspecified) | nt | -17% | -23% | -13% | -8 | 1%
Cc1ccc2sc(NNC(=O)C3=COCCO3)nc2c1C | 5% | -5% | -23% | -5% | -19 | 125%[activator]
COC(=O)c1c(NC(=O)C(=O)N2CCOCC2)sc2c1CCCC2 | nt | 9% | 169%[activator] | 2% | ? | 0%
Cc1ccc(C)c2[nH]c(=O)c(CCNC(=O)c3ccc(S(=O)(=O)N4CCCC4)cc3)cc12 | 15% | 1% | 1% | -8% | -14 | -9%
O=C(O)c1cncc(C#Cc2ccccc2)c1 | -1% | 0% | -8% | -3% | -12 | ?
O=C(NC1CCCN(CCc2ccccc2)C1)c1c[nH]c2ccccc12 (stereo unspecified) | 9% | -1% | -5% | -11% | 53 | 8%
Cc1ccc(-c2cc(C(=O)N3CCC(C)CC3)c3ccccc3n2)cc1 | nt | 4% | 94%[activator] | -12% | -71* | 5%
Cc1c(C)n(Cc2ccccc2)c2ccc(C(=O)N3CCN(c4ccccc4F)CC3)cc12 | nt | 3% | nt | 5% | 0 | nt
N/C(=N\S(=O)(=O)c1cc(C(F)(F)F)cc(C(F)(F)F)c1)c1ccc(Cl)cc1 | -17% | -4% | -5% | -3% | ? | 0%
CN(c1ccccc1)S(=O)(=O)c1ccc(Cl)c(C(=O)OCC(=O)NC2CCS(=O)(=O)C2)c1 (stereo unspecified) | 4% | 3% | 55% | 2% | -13 | 21%
CN1CCN(c2ncc3c(n2)CCN(Cc2ccc(Br)s2)C3)CC1 | nt | -3% | nt | 11% | -4 | nt
N#CSC(c1ccccc1)c1nc2ccccc2[nH]c1=O (stereo unspecified) | -2% | -25% | -39% | -2% | 7 | 0%
Cc1ccc(CSC2=NCCN2C(=O)C2CC2)cc1 | 4% | -8% | -5% | -4% | -2 | 5%
CCOC(=O)c1ccc(NC(=O)c2cccc(S(=O)(=O)N3CCOCC3)c2)cc1 | -1% | -7% | 18% | ? | -23 | 1%
O=C(Cn1nc2c(cc1=O)CCCC2)Nc1ccccc1C(F)(F)F | nt | -5% | nt | -2% | 68 | nt
Next part:
SMILES | FBPA Giardia inh | Sm TGR block | AmpC no deterg | AmpC inh detg | HCMV inh | AMA1 RON2 block
COc1cc(-c2nnc(SCc3ccccc3Cl)o2)cc(OC)c1OC | 1% | 8% | 111%[activator] | 2% | 14 | 17%
O=C(c1cccs1)N(Cc1cccnc1)c1nc2c(F)cc(F)cc2s1 | nt | -6% | nt | 3% | 0 | nt
COc1cccc(NC(=O)COC(=O)c2c(C)noc2C)c1 | nt | -4% | -17% | -2% | -35 | 7%
Cc1ccc(Cn2nc3c4cc(F)ccc4n(Cc4ccc(F)cc4)cc-3c2=O)cc1 | -7% | 14% | -18% | 1% | 6 | 0%
COc1cc(CN2CCCCCC2)cc([N+](=O)[O-])c1O | ? | -19% | -18% | -11% | 10 | -14%
C/C(=N\NC(=O)CNc1ccccc1Cl)C(C)(C)C | 1% | 7% | -29% | 2% | -21 | 25%
O=C(Nn1c(C2CCCCC2)nc2ccccc2c1=O)c1cc(Cl)ccc1[N+](=O)[O-] | 0% | 2% | -12% | 4% | -25 | -6%
CCc1nn(CC(=O)N2CCN(c3ccc(F)cc3)CC2)c(=O)c2cc3occc3n12 | nt | ? | -6% | -4% | -8 | -10%
O=C(NCCc1ccccc1)C1CCC(CNc2nc(=S)[nH]c3ccccc23)CC1 (stereo unspecified) | 8% | 1% | -25% | 3% | -4 | 16%
Cc1cccnc1 | nt | -4% | -7% | -4% | -35 | -2%
CCCNC(=O)NC(=O)CN1C(=O)NC(C)(c2ccc3ccccc3c2)C1=O (stereo unspecified) | 3% | -20% | 44% | ? | 9 | 13%
COc1ccc(NC(=O)CC2C(=O)N(c3cccc(OC)c3)C(=O)N2Cc2ccco2)cc1 (stereo unspecified) | -2% | 45µM* | -1% | 0% | -2 | 0%
CC(=O)Nc1ccc(S(=O)(=O)N2CCC(Oc3ccc(-n4cnnn4)cc3)CC2)cc1 | nt | 6%&-3% | 11% | -7%&11% | -89*! | -2%
Cc1ccc(S(=O)(=O)N(CC(=O)N2CCC(C)CC2)Cc2ccccc2F)cc1 | ? | -1% | 4% | -14% | -63* | 5%
CCCCN(C(=S)NC(=O)c1ccccc1)c1c(N)n(Cc2ccccc2)c(=O)[nH]c1=O | -25% | 1% | -39% | -5% | -33 | 97%[activator]
CCC(=O)N1CCc2cc(Br)cc(S(=O)(=O)N3CCN(c4cc(C)ccc4C)CC3)c21 | nt | -2% | nt | -2% | 3 | nt
O=C(Nc1ccccc1)C1=C[C@H](c2ccc(C(F)(F)F)cc2)C[C@H](OCc2ccc(CO)cc2)O1 | -12% | -12% | 2% | 0% | -7 | -2%
CCc1ccc(-n2nc3cc(C)c(NC(=O)c4cc(Cl)ccc4OC)cc3n2)cc1 | nt | 7% | nt | -4% | 11 | nt
CNC(=O)c1sccc1SCc1c(Cl)cccc1Cl | 0% | -1% | 13% | -1% | -25 | 17%
O=C(/C=C/c1ccco1)Nc1ccccc1N1CCOCC1 | 10% | 20µM* | -25% | ? | -30 | 14%
